Assay outcomes from PubChem.
Apaf1 inhib – human Apaf-1 inhibition; reconstituted apoptosome caspase-3 activity, DEVD-Rh110 fluorescence; actives 0.71% (n = 330,000); inhibition, % at 20 µM; O14727; active = inhibition of at least 40% at 20 µM;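 note: plate controls were DMSO wells for no effect and DEVD-CHO caspase inhibitor wells for full effect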
Target sequence (O14727 whole entry, looked up): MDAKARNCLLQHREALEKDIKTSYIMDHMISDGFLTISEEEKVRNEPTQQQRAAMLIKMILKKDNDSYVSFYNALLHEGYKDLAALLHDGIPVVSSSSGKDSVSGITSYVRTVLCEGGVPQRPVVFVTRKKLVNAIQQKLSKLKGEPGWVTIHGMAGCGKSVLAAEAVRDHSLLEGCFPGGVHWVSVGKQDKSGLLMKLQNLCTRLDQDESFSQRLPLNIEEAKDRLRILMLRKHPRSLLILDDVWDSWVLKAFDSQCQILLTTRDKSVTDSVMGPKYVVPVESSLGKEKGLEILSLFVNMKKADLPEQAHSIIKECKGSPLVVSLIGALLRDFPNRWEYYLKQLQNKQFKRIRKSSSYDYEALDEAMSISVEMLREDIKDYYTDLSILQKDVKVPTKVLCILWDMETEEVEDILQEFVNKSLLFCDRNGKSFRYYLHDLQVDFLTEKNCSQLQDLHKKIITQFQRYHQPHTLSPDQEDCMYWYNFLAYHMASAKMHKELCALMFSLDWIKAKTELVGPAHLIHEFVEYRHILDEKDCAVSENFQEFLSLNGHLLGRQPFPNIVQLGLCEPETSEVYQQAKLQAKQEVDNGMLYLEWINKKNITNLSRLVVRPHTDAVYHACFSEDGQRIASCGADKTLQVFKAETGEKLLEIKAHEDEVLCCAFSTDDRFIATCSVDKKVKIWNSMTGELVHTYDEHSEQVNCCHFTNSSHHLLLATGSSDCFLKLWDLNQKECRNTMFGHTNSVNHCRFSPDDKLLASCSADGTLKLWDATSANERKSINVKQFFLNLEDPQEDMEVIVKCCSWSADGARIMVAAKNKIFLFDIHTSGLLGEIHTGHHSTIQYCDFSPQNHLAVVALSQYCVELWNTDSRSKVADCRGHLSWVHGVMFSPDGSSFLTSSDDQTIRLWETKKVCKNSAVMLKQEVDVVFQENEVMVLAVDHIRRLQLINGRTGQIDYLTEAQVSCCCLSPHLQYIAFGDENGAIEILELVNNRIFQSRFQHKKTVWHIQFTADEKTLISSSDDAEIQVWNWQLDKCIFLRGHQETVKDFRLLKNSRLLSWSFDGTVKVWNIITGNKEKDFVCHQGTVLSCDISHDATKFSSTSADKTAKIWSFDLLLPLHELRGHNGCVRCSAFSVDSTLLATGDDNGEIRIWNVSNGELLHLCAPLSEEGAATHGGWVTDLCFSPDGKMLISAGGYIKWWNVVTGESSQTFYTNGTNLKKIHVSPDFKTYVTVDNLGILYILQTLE
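Material: biochemical Apaf-1 apoptosome reconstitution. Medium: Hepes buffer, pH 7.5. Also added: cytochrome c activation, bis-DEVD rhodamine 110 substrate. Timing: 30 min compound preincubation, 50 min activation, room temperature. Measured by: rhodamine 110 fluorescence at Ex 480/Em 540 nm.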
APOBEC3G inh – blocks human APOBEC3G single-stranded DNA deamination. Q9HC16. recombinant A3G, ssDNA deamination FAM/TAMRA fluorescence. inhibition, % at 20 µM. actives 0.28% (n = 330,000);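 active = inhibition of at least 40% at 20 µM, with no more than 30% in the related APOBEC3A deaminase screen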;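 note: plate controls were DMSO wells with A3G for no effect and wells lacking A3G enzyme for full effect; some compounds called inactive have numbers as strong as hits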
SENP1 FRET inh – inhibitors of human SENP1 SUMO protease catalytic domain. recombinant SENP1 catalytic domain, CyPet-SUMO1-YPet FRET cleavage. inhibition, % at 10 µM. actives 0.21% (n = 360,000);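 active = inhibition at least 30% at 10 µM, raw YFP signal under a set limit, fluorescence ratio 0.5 to 1.5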;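 note: 0% = enzyme with DMSO and 100% = no enzyme wells; some results filed as inactive read as strong as hits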
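Compound: 10 µM single point, 0.5% DMSO; Test system: hSENP1 catalytic domain, recombinant; Timing: 50 min reaction at room temperature; Technique: FRET, CFP and YFP emission; Control set: no-enzyme wells low, DMSO-plus-enzyme wells high control.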
SENP7 inh – SENP7 protease inhibition; actives 1.5% (n = 330,000); AID 434973; inhibition, % at 5 µM; Q9BQF6; recombinant SENP7, Z-RLRGG-aminoluciferin luminescence, 40 min;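 active = inhibition above about 50% at the single test dose, limit read from the data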;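 note: plate controls were DMSO with enzyme for no effect and no enzyme buffer wells for full effect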
SENP6 inh – blocks the human protease SENP6. Q9GZR1. Recombinant SENP6 catalytic domain, aminoluciferin luminescence. inhibition, % at 10 µM. actives 1.8% (n = 330,000);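 active = inhibition above about 50% at the single tested dose, limit read from the data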;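 note: plate controls were DMSO wells with enzyme for no effect and DMSO wells lacking enzyme for full effect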
SENP8 block-1 – blocks human SENP8 cleavage of Nedd8 substrate. actives 0.64% (n = 360,000). recombinant SENP8, Nedd8 substrate fluorescence. AID 602440. Q96LD8. inhibition, % at 20 µM; in the data active = inhibition mostly above about 40%, no sharp cut-off; inactive = mostly below about 27%
UBC13 inh – inhibitors of human UBC13 polyubiquitin chain formation. TR-FRET. actives 0.47% (n = 330,000). AID 485273. inhibition, % at 20 µM; in the data active = inhibition above about 45%, passing the limit was not always enough
SENP8 block-2 – inhibitors of human SENP8 protease; Q96LD8; purified SENP8, Z-RLRGG-aminoluciferin cleavage, luminescence; inhibition, % at 10 µM; actives 1.2% (n = 330,000); AID 2540; in the data active = inhibition above about 50%
Numbers without * were called inactive; i = inactive.

SMILES	Apaf1 inhib	APOBEC3G inh	SENP1 FRET inh	SENP7 inh	SENP6 inh	SENP8 block-1	UBC13 inh	SENP8 block-2
COc1cccc(C(=O)COc2ccccc2-c2ccccc2)c1	6.0	-0.9	1.1	4.9	-1.2	4.4	6.4	-3.1
COC(=O)c1cn(-c2nc(C)c3c(n2)CCC3)nn1	-10.1	-2.0	1.7	1.9	-3.7	4.1	-9.0	-0.1
COc1cc(NC(=O)CN2C(=O)c3ccccc3Sc3ccc(C(=O)N4CCOCC4)cc32)cc(OC)c1OC	-16.6	-7.3	-1.6	-1.4	-24.3	15.4	16.7	-4.6
Cc1cc(C)cc(NC(=O)CSc2nc3nc(C)cc(C)c3c(=O)[nH]2)c1	11.5	1.5	-7.2	9.3	-4.0	-35.4	-4.7	-0.7
Cc1ccc(N(CC(=O)NC2CCCCC2)C(=O)CNC(=O)c2ccco2)cc1F	-4.1	-12.9	1.7	-6.1	14.4	9.3	3.3	0.8
CN1/C(=C\C(=O)COC(=O)c2ccccc2O)C(C)(C)c2ccccc21	2.7	-2.3	-7.7	2.1	24.1	-305.8	0.7	1.6
CC1CCCCC12NC(=O)N(CC(=O)OCC(=O)NCc1ccc(F)cc1)C2=O (configuration not stated)	-0.4	-2.0	4.2	6.3	-3.9	3.6	5.4	-1.1
Cc1ccnc(NC(=O)c2cccc(S(=O)(=O)N3CCCC3)c2)c1	11.3	-6.7	0.4	-1.2	1.7	3.9	-1.6	-14.3
CCOC(=O)N1CCN(C(=O)CNC(=O)Cn2cnc3ccccc3c2=O)CC1	-6.2	-8.9	-0.3	-9.0	-3.0	15.3	-9.2	-5.9
CCOC(=O)c1[nH]c2cc3c(cc2c1NC(=O)CN1CC(C)CC(C)C1)OCO3 (configuration not stated)	21.5	-3.6	3.0	-3.9	-17.9	-480.5	-11.7	-8.3
CC(OC(=O)COc1ccc(C#N)cc1)C(=O)Nc1ccc(Cl)cn1 (configuration not stated)	4.6	-0.8	4.7	5.3	-5.3	4.5	-1.9	-7.4
COc1cc(/C=N/NC(=O)c2cccc([N+](=O)[O-])c2)ccc1OCc1ccccc1	5.9	-5.3	0.9	-12.4	6.0	14.7	-13.9	-1.1
CCCc1nc2oc3c(NCCOCCO)ncnc3c2c2c1COC(C)(C)C2	-11.6	-1.8	2.5	5.2	3.2	-292.3	12.9	6.4
CN(Cc1cnn(Cc2ccccc2)c1)C(=O)c1cccc(S(=O)(=O)N2CCOCC2)c1	15.5	-6.8	1.5	-8.2	-1.9	5.2	1.3	-7.8
CC1(C)Cc2c(c(N3CCCC3)nc3sc4c(N5CCN(CCO)CC5)ncnc4c23)CO1	0.7	-2.9	-117.2	9.8	-3.7	-310.5	24.5	-3.9
CCc1ccc(-c2nc(C(N)=O)c3[nH]c(=O)n(-c4ccccc4OC)c3n2)cc1	19.3	-11.6	-0.2	-8.8	-11.8	-429.4	35.9	-18.3
Cc1occc1-c1nnc(SCC(=O)NC2CCCC2)n1C	-1.8	-14.4	0.5	3.1	-18.7	8.7	-4.9	-1.0
O=C(/C=C/c1ccc(OCCCF)cc1)Nc1ccnc(-c2ccncc2)n1	7.3	-2.7	3.6	-2.7	-7.1	-16.3	0.8	0.2
COc1cc2c(cc1OC)C(C)N(C(=O)CCc1c[nH]c3ccccc13)CC2 (configuration not stated)	5.3	-2.6	-0.7	-2.2	-11.8	4.4	-5.4	-4.3
C/C(=N\Nc1nc(N2CCOCC2)nc(N2CCOCC2)n1)c1cccc([N+](=O)[O-])c1	-6.0	-9.8	3.1	-9.5	3.2	11.6	1.2	0.1
Cc1ccc(-c2nn(-c3ccccc3)cc2C(=O)N2CCOCC2)cc1C	10.1	-6.9	3.1	1.0	3.2	17.5	8.9	3.0
O=C(CNC(=O)c1ccc(Cl)cc1Cl)OCc1nnc(-c2ccccc2)o1	4.5	-8.1	3.2	3.5	0.1	0.8	-3.4	-2.7
O=C(NC1CC2CCC(C1)N2C(=O)NC1CCCCC1)NC12CC3CC(CC(C3)C1)C2 (configuration not stated)	15.8	-3.1	-0.2	-5.4	-12.7	16.6	-22.5	-2.2
CCCCn1c(CCc2ccccc2)nc2cc3[nH]c(=O)c(C(C)C)nc3cc21	33.6	-6.5	-49.3	7.2	-18.0	i	16.0	-11.4
COc1ccc(C(=O)NCc2nnc(SCC(=O)NCc3ccco3)o2)cc1	-7.0	-3.8	0.0	4.3	-11.0	7.5	-6.4	7.5
CCCNC(=O)C(=O)NCCC1=CCCCC1	-13.2	-5.1	4.1	2.4	-14.9	19.3	2.8	7.0
Cc1c(C(=O)NCC2CCCO2)oc2ccc(S(=O)(=O)N3CCCCC3)cc12 (configuration not stated)	12.3	-15.1	-2.3	-12.7	-20.6	8.2	-4.3	-15.7
Cc1ccc(-c2csc(N(CCc3ccccc3)C(=O)COc3ccccc3)n2)cc1	27.3	-5.5	2.2	-3.3	-6.2	13.9	-7.5	-1.6
CC(C)(C)[C@H]1C=C(C(=O)N2CCN(Cc3ccc4c(c3)OCO4)CC2)O[C@@H](OCc2ccc(CO)cc2)C1	24.7	-5.5	-1.9	2.5	-12.5	12.0	6.4	-6.5
COc1ccc(-c2cc(C(=O)OCC(=O)NC(C)(C)C)c3ccccc3n2)cc1	7.0	-1.9	-9.3	-5.5	-22.2	-410.5	15.3	-12.6
O=C(c1ccccc1[N+](=O)[O-])N1CCCC(C(=O)N2CCCCCC2)C1 (configuration not stated)	-8.6	-8.9	0.0	-4.2	1.0	6.0	9.5	6.2
O=C(Nc1ccccc1F)c1cc2nc(C(F)F)cc(C(F)F)n2n1	3.5	-1.9	1.3	1.4	1.2	-5.2	4.8	4.1
CCCCN(C(=O)c1ccccc1F)c1c(N)n(CCC)c(=O)[nH]c1=O	-1.5	-5.8	0.4	0.8	7.0	11.4	3.8	1.8
CC1(C)CC(=O)C2=C(C1)NC(=O)CC2c1cc2c(cc1Br)OCO2 (configuration not stated)	-3.6	-5.0	2.1	3.9	-4.4	21.1	-3.0	5.8
COc1ccc(CCNC(=O)CSc2nc(-c3ccco3)cc(C(F)(F)F)n2)cc1	11.4	-3.8	-1.8	3.7	6.5	-14.0	3.2	-1.4
CCCCn1c(=O)n(CC(=O)Nc2ccc(OC)c(Cl)c2)c(=O)c2c1nc(CO)n2CCC	13.2	0.6	-1.5	2.7	-28.0	3.9	-7.9	-5.3
COc1ccc(C(=O)c2sc3nc(-c4ccccc4)ccc3c2N)cc1	10.5	-7.9	-25.2	-4.4	-4.5	-143.6	-3.6	-11.0
COc1ccc(-n2c3c(c(=O)[nH]c2=O)C(NC(=O)c2ccncc2)(C(F)(F)F)C(=O)N3)cc1 (configuration not stated)	-1.9	-5.8	0.9	-1.3	-21.0	17.4	6.1	3.3
O=C(NCC(c1ccco1)N1CCCC1)c1ccc(S(=O)(=O)Nc2ccccc2Cl)cc1 (configuration not stated)	-7.9	-2.4	-11.5	-6.2	-4.9	2.4	-4.1	-3.0
CCc1ccc(N(C)S(=O)(=O)c2ccc3[nH]cc(C(=O)NCCN4CCOCC4)c(=O)c3c2)cc1	8.6	-1.9	0.7	0.2	-21.9	-77.1	-0.5	-1.7

3 of these compounds, set out differently:
CC1(C)Cc2c(c(N3CCCC3)nc3sc4c(N5CCN(CCO)CC5)ncnc4c23)CO1
  Apaf1 inhib = 0.7; APOBEC3G inh = -2.9; SENP1 FRET inh = -117.2; SENP7 inh = 9.8; SENP6 inh = -3.7; SENP8 block-1 = -310.5; UBC13 inh = 24.5; SENP8 block-2 = -3.9

CCc1ccc(-c2nc(C(N)=O)c3[nH]c(=O)n(-c4ccccc4OC)c3n2)cc1
  Apaf1 inhib = 19.3; APOBEC3G inh = -11.6; SENP1 FRET inh = -0.2; SENP7 inh = -8.8; SENP6 inh = -11.8; SENP8 block-1 = -429.4; UBC13 inh = 35.9; SENP8 block-2 = -18.3

Cc1occc1-c1nnc(SCC(=O)NC2CCCC2)n1C
  Apaf1 inhib = -1.8; APOBEC3G inh = -14.4; SENP1 FRET inh = 0.5; SENP7 inh = 3.1; SENP6 inh = -18.7; SENP8 block-1 = 8.7; UBC13 inh = -4.9; SENP8 block-2 = -1.0

Next records follow:
SMILES	Apaf1 inhib	APOBEC3G inh	SENP1 FRET inh	SENP7 inh	SENP6 inh	SENP8 block-1	UBC13 inh	SENP8 block-2
O=C(N/N=C/c1cccnc1)c1cc(-c2ccccc2)nc2ccccc12	9.4	-6.5	-0.1	-2.6	12.8	-2.6	-8.2	-10.4
O=C(OCCN1CCOCC1)c1cccs1	-4.1	-0.6	1.3	-9.1	-5.5	7.1	-9.6	-5.9
COc1cc2[nH]c(=O)n(CCCCCC(=O)NCCCN3CCOCC3)c(=O)c2cc1OC	-6.3	-4.6	1.1	2.7	19.6	-68.7	-1.8	9.2
CCOC(=O)C1CCCN(C(=O)Cn2nc(C)n3nc(-c4ccccc4)cc3c2=O)C1 (configuration not stated)	-6.0	-1.6	1.5	7.1	5.9	22.3	-7.7	6.3
C/C(=N\NC(=S)Nc1ccc(C)cc1)c1cccc(N)c1	-12.5	-15.7	0.3	-1.9	2.0	-409.4	-6.3	1.4
O=C(O)CNS(=O)(=O)c1ccc(C2CCCCC2)cc1	-5.7	-11.3	0.7	7.1	21.6	0.6	1.0	-1.5
COc1ccc(-c2nc(-c3cccnc3)no2)cc1OC	-22.5	-3.6	2.5	23.5	11.5	-13.8	4.1	5.1
Nc1nc(SCc2ccc(Cl)cc2)ns1	8.7	1.0	1.3	4.3	-8.2	21.9	6.7	-2.1
COc1ccc(CNc2nc3ccccc3n2C)c(O)c1	10.2	-6.2	2.5	68.4*	64.5*	1.7	-8.8	41.3
O=C(Nc1ccc(-c2ccccc2)cc1)c1ccc2c(c1)S(=O)(=O)c1ccccc1C2=O	-11.4	-6.2	4.9	-4.4	4.9	24.0	-18.8	2.1
CCOC(=O)C1CCCCN1Cc1ccc(OC)c(OC)c1 (configuration not stated)	-5.9	1.5	0.6	4.6	-52.9	16.8	4.7	4.0
CCC1Oc2ccccc2N(CC(=O)NCCN2CCCC2)C1=O (configuration not stated)	-1.8	2.7	-5.3	-2.0	-1.0	18.8	3.9	4.0
Cn1c(-c2cccc(Br)c2)cnc1NCc1ccccc1O	9.0	-2.6	0.3	11.2	-14.3	6.8	6.5	-17.7
COc1ccc(CC2(CO)CCN(Cc3cccc4nccnc34)CC2)cc1	2.6	-3.4	1.3	-0.7	5.8	9.0	0.2	-2.4
CC1CN(C(=S)NC(=O)c2ccc(Cl)cc2)CC(C)O1 (configuration not stated)	9.0	-4.4	-0.9	4.8	-9.6	2.9	3.4	2.9
OCCN1CCN(C(=S)NCCc2ccccc2)CC1	1.8	-3.6	-2.1	0.7	-13.5	23.8	9.2	-5.5
Cc1ccc(C(=O)NCCCn2ccnc2)cc1[N+](=O)[O-]	4.6	0.8	0.0	12.1	-8.8	15.4	4.5	0.9
CC(=O)c1c(C)[nH]c(C(=O)NCc2ccc(F)cc2)c1C	-5.4	-3.0	2.2	1.4	-16.1	8.9	3.1	-4.1
Cc1ccc(OCC(=O)N2N=C(C(F)(F)F)CC2(O)C(C)(C)C)cc1C (configuration not stated)	23.5	2.9	1.9	1.4	-1.3	9.5	3.9	2.0
CCCCn1c(=O)[nH]c(=O)c2c1nc(-c1cc(Br)ccc1OC)n2C	9.8	-6.7	1.1	-6.6	-15.4	-3.2	2.3	0.8
COC(=O)C1=C(C)N=c2s/c(=C/c3cccs3)c(=O)n2C1c1ccc(F)cc1 (configuration not stated)	16.8	-4.4	6.2	-0.5	-6.6	4.2	-15.2	-1.9
CCOc1ccccc1NC(=O)CCNC(=O)c1ccco1	-0.8	0.7	0.2	5.6	-1.7	4.6	-8.8	-6.3
C(=N\Nc1nnnn1-c1ccccc1)/c1ccncc1	-8.2	-9.7	-0.7	0.8	5.5	21.7	11.5	-3.5
Cc1ccc2[nH]c3c(NCCN4CCOCC4)ncnc3c2c1	-1.9	0.7	3.1	-4.5	-9.8	-342.4	5.4	-1.4

Compounds as they come (roughly 3.6% active in at least one column).
